Screens deposited in PubChem by several laboratories.
HTR5A inv ag – HTR5A inverse agonists in luminescence cell assay, primary screen, counter-screen for OPRM1-OPRD1 heterodimer inverse agonist project, full-deck HTS. 5-hydroxytryptamine receptor 5A (Homo sapiens), P47898. HTR5A cell line, inverse agonism. inhibition, % at 9.3 µM. 0.083% of 340,000 active; in the data active means inhibition mostly above about 23%, no sharp cut-off; inactive means mostly below about 18%;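 further: 0% = cells with DMSO and 100% = no-cell wells with DMSO; some compounds called inactive have numbers as strong as hits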
PvdQ inh – P. aeruginosa PvdQ acylase inhibitors, primary screen, biochemical, fluorescence, plate reader and imaging, single point | PvdQ acylase [Pseudomonas aeruginosa LESB58] | purified PvdQ acylase | inhibition, % at 10 µM | 0.063% of 340,000 active | AID 488965, 2010; in the data active means inhibition above about 30%, passing the limit was not always enough; inconclusive means no clear call, values can overlap the other calls;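 further: 0% = vehicle neutral wells and 100% = reference inhibitor wells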
dFosB activator – activators of delta FosB homodimer, primary screen, biochemical, fluorescence polarization, TAMRA-CDK5 oligo, single point. Protein FosB (Mus musculus), P13346. purified delta FosB; percent of positive-control signal above neutral wells. activation, % at 25 µM. 0.99% of 340,000 active;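 active means mean activation above about 17%, with every replicate also reaching it, limit read from the data, passing the limit was not always enough; inconclusive means only one of the two conditions met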;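 further: fluorescence polarization rise as delta FosB binds a TAMRA Cdk5 AP-1 oligo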
SR-BI HDL uptake – inhibitors of SR-BI mediated HDL lipid uptake, primary screen, ldlA[mSR-BI] cells, fluorescence, single point; inhibition, % at 12.5 µM; Scavenger receptor class B member 1 (Mus musculus), Q61009; 0.96% of 320,000 active; ldlA[mSR-BI] CHO cells, DiI-HDL uptake fluorescence, 3 h; AID 488896, 2010;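 active means mean replicate inhibition of at least 70% and a set share of replicates each scoring 70 or more; inconclusive means meets just one of the two criteria; inactive means fails both criteria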;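 further: 0% = median of neutral control wells and 100% = median of positive control wells; values of inactives mirror those of a sister screen read the other way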
Target sequence (Q61009 whole entry, looked up): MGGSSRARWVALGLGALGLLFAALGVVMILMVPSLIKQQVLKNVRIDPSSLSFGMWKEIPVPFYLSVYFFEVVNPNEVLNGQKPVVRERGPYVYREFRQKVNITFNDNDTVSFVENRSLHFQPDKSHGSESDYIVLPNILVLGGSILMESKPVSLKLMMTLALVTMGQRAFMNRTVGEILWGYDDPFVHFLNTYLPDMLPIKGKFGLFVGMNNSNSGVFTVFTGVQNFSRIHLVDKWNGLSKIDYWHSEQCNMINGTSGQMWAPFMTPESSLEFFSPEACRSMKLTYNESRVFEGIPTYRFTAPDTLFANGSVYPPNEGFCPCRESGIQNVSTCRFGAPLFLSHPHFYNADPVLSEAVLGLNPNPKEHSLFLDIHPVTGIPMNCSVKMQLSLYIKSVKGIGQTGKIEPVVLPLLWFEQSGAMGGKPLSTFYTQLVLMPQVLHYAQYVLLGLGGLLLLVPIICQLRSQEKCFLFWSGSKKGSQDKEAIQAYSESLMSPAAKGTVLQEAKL
NSD2 HMT inh – NSD2 histone methyltransferase inhibitors, primary screen, biochemical, AlphaScreen, single concentration, set 2. Histone-lysine N-methyltransferase NSD2 (Homo sapiens), O96028. NSD2 peptide methylation, 120 min. inhibition, % at 12.5 µM. 0.54% of 310,000 active. AID 743445, 2014; in the data active means inhibition above about 50%
V-ATPase pHluor – regulators of yeast V-ATPase proton pumping, primary screen, pHLuorin cytosolic pH fluorescence; S. cerevisiae; response, % at 10 µM; 0.37% of 350,000 active; AID 504577, 2011; in the data active means response mostly above about 7.3%, no sharp cut-off; inactive means mostly below about 5.4%; further: actives read high; inactives centre near 0; some compounds called inactive have numbers as strong as hits; reference of the scale not given here
MITF act – activators of MITF-driven TRPM1 promoter reporter, primary screen, cell-based, SK-MEL-5, luciferase, single point; SK-MEL-5 TRPM1-promoter luciferase, 24 h; % of positive control, neutral wells = 0; activation, % at 12.5 µM; 0.75% of 300,000 active; AID 588334, 2011;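 active means mean activation of at least 80% with every replicate also reaching 80%; inconclusive means mean reaches 80% but some replicate falls short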;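 further: 0% = neutral control wells and 100% = parthenolide positive control wells; values of inactives mirror those of a sister screen read the other way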
CDK5 inh – inhibitors of human CDK5/p35 kinase, primary screen, biochemical, single concentration; Cyclin-dependent kinase 5 (Homo sapiens) + Cyclin-dependent kinase 5 activator 1 (Homo …; Recombinant CDK5/p35, ADP-Glo luminescence, 60 min; inhibition, % at 10 µM; 0.01% of 330,000 active;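 active means highest replicate inhibition of at least 50% and at least 75% of replicates reaching 50%; inconclusive means only one of the two criteria met; inactive means both criteria failed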;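 further: plate controls were DMSO neutral control for no effect and GW8510 at 10 µM for full effect; many of its hits are not listed in these tables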
Target sequence (Q00535 whole entry, looked up): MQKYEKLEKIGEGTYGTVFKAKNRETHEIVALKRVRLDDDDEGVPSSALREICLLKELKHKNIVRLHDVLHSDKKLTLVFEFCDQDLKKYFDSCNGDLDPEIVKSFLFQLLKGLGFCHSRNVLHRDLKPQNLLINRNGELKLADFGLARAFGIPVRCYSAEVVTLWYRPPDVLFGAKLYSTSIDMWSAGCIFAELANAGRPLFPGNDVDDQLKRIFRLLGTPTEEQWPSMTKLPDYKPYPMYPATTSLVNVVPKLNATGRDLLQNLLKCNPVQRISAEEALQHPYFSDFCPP
Target sequence (Q15078 whole entry, looked up): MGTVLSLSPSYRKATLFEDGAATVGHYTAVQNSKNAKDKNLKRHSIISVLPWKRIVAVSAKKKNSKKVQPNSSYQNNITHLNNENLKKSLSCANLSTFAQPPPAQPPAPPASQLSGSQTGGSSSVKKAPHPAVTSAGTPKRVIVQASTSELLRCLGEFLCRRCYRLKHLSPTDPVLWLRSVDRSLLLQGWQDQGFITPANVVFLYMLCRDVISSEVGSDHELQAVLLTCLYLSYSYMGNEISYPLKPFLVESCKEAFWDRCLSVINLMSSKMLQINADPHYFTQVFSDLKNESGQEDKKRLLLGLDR
Wnt act – Wnt/beta-catenin pathway activators, primary screen, cell-based, plate reader, single point. Wnt/beta-catenin reporter cell assay, activator. activation, % at 9.35 µM. 1.2% of 300,000 active. AID 743398, 2014; in the data active means activation above about 30%, passing the limit was not always enough; inconclusive means no clear call, values can overlap the other calls;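 further: 0% = neutral control wells and 100% = positive control wells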
HTR5A ag ctr – HTR5A agonists in luminescence cell assay, primary screen, counter-screen for OPRM1-OPRD1 heterodimer agonist project, full-deck HTS; activation, % at 9.3 µM; 0.61% of 340,000 active; 5-hydroxytryptamine receptor 5A (Homo sapiens), P47898; cell-based; in the data active means activation mostly above about 9.5%, no sharp cut-off; inactive means mostly below about 7.6%;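 further: 0% = cells with vehicle only and 100% = reference agonist; strong numbers were not always called active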
Starred values were filed as active, the others as inactive; u = inconclusive; x = not tested or not shown.

SMILES	HTR5A inv ag	PvdQ inh	dFosB activator	SR-BI HDL uptake	NSD2 HMT inh	V-ATPase pHluor	MITF act	CDK5 inh	Wnt act	HTR5A ag ctr
COc1cc2nc(CN(C)Cc3ccc(SC)cc3)[nH]c(=O)c2cc1OC	-2.4	-12.9	-11.0	4.8	2.1	6.2	-4.7	-0.6	-0.5	4.8
c1cc2c3c(cccc3c1)C(N1CCCCC1)=N2	-15.2	-16.5	15.2	26.6	10.7	-0.9	x	-0.7	-0.8	0.3
CC1=NC(=O)C(N=Nc2cccc(O)c2)N1c1ccccc1 (stereo not given)	-9.9	2.5	-7.9	7.2	11.6	-2.1	20.0	-1.3	x	-3.0
C/C(N)=C(/C#N)C(=O)COC(=O)c1ccc(C#N)cc1	-4.9	11.1	-3.6	-16.0	3.7	6.6	-7.4	0.4	-1.3	1.7
CCOc1ccc2nc(NC(=O)CN3C(=O)NC4(CCCC4)C3=O)sc2c1	4.0	4.8	-10.8	1.2	-1.4	0.3	39.8	2.6	6.8	-0.1
N#C/C(=N/Nc1ccc(OC(F)(F)F)cc1)C(N)=S	8.6	-0.7	5.0	25.6	13.4	0.4	-2.4	2.0	-5.7	3.8
S=C1CSc2ccccc2N1	-3.6	4.2	-4.1	-12.7	8.8	-1.6	-10.3	0.6	0.5	1.4
O=C(Nc1ccc(Cl)c(Cl)c1)c1ccc(Cn2c(=O)[nH]c3ccsc3c2=O)cc1	-7.1	0.6	21.6*	20.6	x	6.7	x	1.1	-6.5	2.3
CC(C)(C)NC(=O)c1cccc(NC(=O)Cc2ccc(Br)cc2)c1	3.3	-7.3	-8.1	3.0	-2.5	3.1	9.6	1.9	x	-1.0
CCOC(=O)CSc1nc(C)cc(C)n1	-5.5	-18.8	16.3*	-30.2	-0.6	-3.4	10.6	-0.6	x	0.1
CC(Cc1ccccn1)NC(=O)CCc1nnc(C2CCCCC2)o1 (stereo not given)	-9.8	-12.0	2.2	-23.1	-1.0	0.3	3.3	0.0	-2.2	1.8
CCc1ccc2nc(/N=C(\N)NC(=O)c3ccccc3)nc(C)c2c1	7.6	-10.1	-7.0	13.0	-4.8	-2.1	x	-1.5	7.6	3.2
CCCS(=O)(=O)Nc1cccc(-c2cn3c(n2)SCC3)c1	-8.5	0.9	-8.0	-27.5	21.5	0.1	-11.0	0.4	1.8	-0.6
Cc1cc(C)nc(NS(=O)(=O)c2ccc(NC(=O)Cc3ccccc3F)cc2)n1	-8.3	-14.8	4.7	x	13.4	-5.5	8.2	1.0	-1.4	2.8
CN(CCCCN1CCOCC1)Cc1nc(-c2ccc3c(c2)OCO3)no1	-4.8	-1.1	-8.4	-4.5	2.9	0.2	13.5	-0.7	2.6	1.7
O=C(COC(=O)c1cc([N+](=O)[O-])ccc1Cl)NCCc1ccccc1	12.3	-13.4	-3.2	-6.7	2.5	3.8	-10.1	0.0	-0.4	-5.0
Cc1ccc(NC(=O)COC(=O)C2CSC3(C)CCC(=O)N23)c(C)c1 (stereo not given)	-11.0	2.0	-5.6	-20.2	0.0	-5.2	8.3	0.3	0.1	-3.7
Cc1ccc(S(=O)(=O)N2CCOCC2)cc1C(=O)OCc1nnc(-c2ccccc2)o1	-11.1	1.3	-8.7	u	9.3	-0.6	-7.8	0.9	1.4	3.7
Cc1ccc(N(C(=O)c2ccc(Br)o2)C2C=CS(=O)(=O)C2)cc1 (stereo not given)	-7.0	1.5	-5.6	-1.1	x	6.1	19.1	-0.5	-4.4	2.3
O=C(c1cccc(C(=O)N2CCN(c3ncccn3)CC2)c1)N1CCN(c2ncccn2)CC1	-17.2	-7.9	0.0	-1.2	-1.0	-1.0	-4.4	0.3	x	-8.2
CCOc1cc(/C=N/NC(=O)C(=O)NC)cc(Br)c1O	-7.2	1.9	-1.2	-5.2	-0.7	-1.8	2.7	-0.4	-3.4	4.2
CC(C)(C)C(=O)Nc1ccc(Cc2ccncc2)cc1	8.5	6.0	-1.6	-27.4	-6.3	-5.3	x	1.6	-0.7	-2.3
Cc1ccccc1-n1nc(C(=O)O)c(C)c(C#N)c1=O	-12.5	-17.3	5.2	-6.5	-2.0	1.4	-5.5	1.1	x	2.8
CC(C)CC(=O)Nc1ccc(C(=O)CN2CCC(C)CC2)cc1	-33.6	-16.2	-6.5	13.6	3.9	-0.3	-5.3	-2.6	11.1	2.1
Cc1ccc(C(=O)NCCCNc2ccccc2[N+](=O)[O-])cc1	0.8	-15.5	-4.2	11.9	8.4	-1.4	-1.0	-3.0	-0.8	3.9
COc1ccc(CN(C(=O)c2nsc(Cl)c2Cl)C(C(=O)NC2CCCCC2)c2ccc(OC)cc2)cc1 (stereo not given)	-18.4	-0.8	1.2	-22.6	-1.0	0.6	-5.7	1.5	x	3.4
COc1cc2cc(C(c3nnnn3C3CCCC3)N(C)C3CCCCC3)c(=O)[nH]c2cc1OC (stereo not given)	12.9	-9.4	-23.6	0.7	-0.3	3.9	-9.1	4.9	-3.2	-2.0
COc1ccccc1C(=O)Nc1ccc2c(c1)nc1n2CCN(C2CCCCC2)C1	x	-7.3	4.1	66.6	0.8	2.0	23.4	-0.3	-2.9	x
CCC1(C)Cc2c(sc3[nH]c(=O)[nH]c(=O)c23)CS1 (stereo not given)	-0.8	-11.2	-6.0	-11.2	4.3	1.4	-4.7	0.2	-2.2	6.1
CCc1ccc2c(c1)C1(SC(NC(C)=O)=NN1C(C)=O)C(=O)N2C(C)C (stereo not given)	-19.5	-7.6	-9.8	-15.8	-1.0	2.0	-2.9	-2.9	x	2.8
O=C(Nc1cccc(Cl)c1)C1C2CCC3C(CCC21)C3(Cl)Cl (stereo not given)	-21.7	-15.3	2.9	13.7	-1.1	-3.2	18.2	0.1	x	10.6
Cc1cccc(NC(=O)CSCC(=O)N=c2sccn2C)c1	3.3	2.7	1.6	-9.3	-2.7	2.5	-10.2	-1.3	0.2	0.6
COC1OC2COC(c3ccccc3)OC2C(O)C1N (stereo not given)	9.1	-9.4	5.3	19.1	-8.6	7.5	-12.2	-0.7	-4.3	-2.2
Cc1noc(C)c1C(=O)OCC(=O)N(C)C1CCS(=O)(=O)C1 (stereo not given)	4.7	-4.0	-4.9	-7.7	4.5	-1.5	14.2	-1.5	-0.5	-1.7
O=C(NCC(=O)N(Cc1ccc(F)cc1)C(C(=O)NC1CCCC1)c1ccco1)c1ccco1 (stereo not given)	-12.9	-8.9	-9.5	-23.3	-2.4	0.2	-1.2	0.4	13.7	0.3
COc1ccc(NC(=O)C(c2ccc(C)cc2)N(C)C(=O)c2cnccn2)cc1 (stereo not given)	-0.2	-8.7	-6.9	-1.3	0.7	1.9	x	0.5	x	0.1
CCCCN(CCCNC(=O)C1CCCN(S(=O)(=O)CCC)C1)Cc1ccccc1 (stereo not given)	-15.5	-11.6	1.7	-2.0	-0.7	-0.3	7.1	-0.3	-2.2	4.4
CCOC(=O)CCS(=O)(=O)c1nc(-c2ccccc2)cc(C(F)(F)F)n1	0.2	8.9	-20.7	-8.6	x	-2.5	-84.8	-1.4	x	-8.7
C[C@@H]1C(c2cccc(Cl)c2)=NN(c2ccccc2)[C@H]1C(=O)N1CCOC1=O	-1.5	-27.6	-0.4	4.6	x	-0.6	-11.4	-2.2	-1.8	0.4
COc1cc(/C=C(\C#N)C(=O)NC(C)C)ccc1OCc1ccc(C(=O)O)cc1	-2.8	-5.3	-7.7	x	1.2	-2.3	6.3	-0.1	7.1	0.5
CCOc1ccc(NC(=O)N2CC=C(n3c(=O)[nH]c4ccccc43)CC2)cc1	-11.7	-15.3	2.4	28.8	1.9	-0.4	-12.0	0.8	x	4.2
COc1ccccc1N(CC(=O)NC(C)(C)C)C(=O)Cn1nnc(-c2ccc(C)o2)n1	14.9	-0.5	-5.2	40.3	31.7	-3.0	-3.8	-0.6	x	-5.3
COc1cc(OC)c(C(=O)OCC(=O)NC23CC4CC(CC(C4)C2)C3)cc1OC	3.8	2.4	-4.7	-17.4	-1.7	-0.2	5.2	-6.2	8.9	-1.6
Cc1c(C=O)c(C=O)c(C)n1Cc1ccccc1	-3.7	-12.2	-9.5	x	x	2.5	-46.4	-1.0	x	-1.6
Nc1nc(Nc2ccccc2F)nc(N2CCOCC2)c1[N+](=O)[O-]	-10.6	-19.2	-8.2	11.4	16.5	0.7	x	2.3	3.4	-1.0
Cc1ccc(Sc2ncccc2NC(=O)c2ccccc2Cl)cc1	x	-13.0	-1.6	-14.7	-3.1	-0.8	x	-0.7	4.0	x
CCCC1=Nc2cc(C(=O)N3CCC(C(N)=O)CC3)ccc2Sc2ccccc21	28.4	2.5	-9.5	3.6	48.0	8.4	7.1	-0.2	-1.6	-4.8
O=S1(=O)CCN2C(Cc3ccc(SC(F)F)cc3)=CSC2=N1	-0.7	3.1	1.2	-14.9	1.5	4.9	12.6	-1.7	x	0.3
CCOC(=O)c1nc(-c2ccc3c(c2)OCO3)[nH]c1C	8.5	-17.4	-3.4	-3.1	x	0.0	21.8	-1.0	17.3	-2.8
CCN(CC)S(=O)(=O)c1cccc(-c2nnc(SCC(=O)NC)n2N)c1	-4.5	-10.7	-3.7	-12.0	-0.8	3.5	-2.1	0.6	1.7	1.8
CCOC(=O)c1c(-c2ccc(OC)cc2)oc2cc(Br)c(O)cc12	10.7	14.2	-2.1	66.8	-7.3	2.6	9.5	1.4	2.7	-3.0
CC(=O)c1sc(N/N=C/c2cccc([N+](=O)[O-])c2)nc1C	-15.4	-11.3	15.8	21.8	-1.1	2.1	105.0*	1.1	14.6	-1.0
CCCCn1c(N)c(N(CCOC)C(=O)C2CCN(C(=O)c3ccc(Cl)cc3)CC2)c(=O)[nH]c1=O	1.8	1.7	-4.6	-17.4	5.3	0.3	-3.4	1.0	1.3	-0.8
CCOC(=O)C(C)Sc1nc(=O)n2cccc(C)c2n1 (stereo not given)	-19.4	-15.0	4.0	6.1	2.9	0.7	8.2	-1.2	-4.3	-1.8
O=C(COC(=O)c1cccs1)NCc1ccc2c(c1)OCO2	5.9	11.4	-4.9	-14.1	-2.5	-8.9	-5.2	0.1	x	5.7

Some of these compounds in order of number of heavy atoms, ascending.
SMILES	HTR5A inv ag	PvdQ inh	dFosB activator	SR-BI HDL uptake	NSD2 HMT inh	V-ATPase pHluor	MITF act	CDK5 inh	Wnt act	HTR5A ag ctr
O=S1(=O)CCN2C(Cc3ccc(SC(F)F)cc3)=CSC2=N1	-0.7	3.1	1.2	-14.9	1.5	4.9	12.6	-1.7	x	0.3
Cc1ccc(Sc2ncccc2NC(=O)c2ccccc2Cl)cc1	x	-13.0	-1.6	-14.7	-3.1	-0.8	x	-0.7	4.0	x
CCCCn1c(N)c(N(CCOC)C(=O)C2CCN(C(=O)c3ccc(Cl)cc3)CC2)c(=O)[nH]c1=O	1.8	1.7	-4.6	-17.4	5.3	0.3	-3.4	1.0	1.3	-0.8
